Source: PubChem BioAssay (several laboratories)
RBBP9 inh: inhibitors of human serine hydrolase RBBP9; recombinant RBBP9, FP-Rh probe fluorescence polarization; 220,000 tested, 0.2% active; inhibition, % at 7.94 µM; AID 1515; O75884;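 active = inhibition above the campaign mean of all tested compounds plus 3 SD, cut at about 14% in these data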;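 also: plate controls were DMSO wells with RBBP9 for no effect and wells lacking RBBP9 protein for full effect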
Target sequence (O75884 whole entry, looked up): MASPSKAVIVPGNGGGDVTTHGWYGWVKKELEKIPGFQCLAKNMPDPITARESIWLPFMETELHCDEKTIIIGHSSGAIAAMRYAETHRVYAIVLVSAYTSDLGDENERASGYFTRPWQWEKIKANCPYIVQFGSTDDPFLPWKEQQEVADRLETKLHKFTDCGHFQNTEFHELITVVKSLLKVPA
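system = RBBP9 protein | input = RBBP9 at 2.5 µM in dispensed solution, before mixing | measured by = fluorescence polarization (mP), excitation 525 nm, emission 598 nm | incubation = enzyme-compound preincubation 30 min, then probe labeling 45 min, 25 °C | buffer or medium = Tris-NaCl-Pluronic buffer, pH 8.0 | compound = single dose 7.94 µM | also added = FP-Rh probe, 375 nM dispensing solution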
Ba/F3 V617F tox: lowers viability of Ba/F3 cells expressing EpoR and JAK2V617F. ATP luminescence. inhibition, % at 5.6 µM. 220,000 tested, 1.1% active. AID 1446;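 active = inhibition above the campaign mean plus 3 SD over all tested compounds, cut at about 24% in these data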;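 also: cytokine-independent growth of Ba/F3 cells driven by EpoR plus mutant JAK2; 0% = DMSO-treated cells and 100% = JAK inhibitor I control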
PPC-1+TRAIL kill: kills PPC-1 cancer cells in the presence of TRAIL | PPC-1 cells + TRAIL, ATPLite viability luminescence | cell killing (% activity), % at 4 µM | 220,000 tested, 0.41% active | AID 1443;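 active = cell killing above 50% in the first pass at 4 µM, then a duplicate retest at 5 µM averaging 50% or more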;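 also: plate controls were cells with TRAIL plus DMSO for no effect and medium-only wells lacking cells for full effect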
TRPML3 agonist: activates the human TRPML3 channel. HEK293 TRPML3-YFP, Fluo-8 calcium fluorescence; 100% = the carbachol control signal. 220,000 tested, 0.29% active. activation, % at 3 µM. Q8TDD5. AID 1448;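 active = activation above its plate's cutoff, the mean activation of the plate's test wells plus 3 SD, cut at about 12% in these data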;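 also: 0% = DMSO only wells and 100% = carbachol wells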
Target sequence (Q8TDD5 whole entry, looked up): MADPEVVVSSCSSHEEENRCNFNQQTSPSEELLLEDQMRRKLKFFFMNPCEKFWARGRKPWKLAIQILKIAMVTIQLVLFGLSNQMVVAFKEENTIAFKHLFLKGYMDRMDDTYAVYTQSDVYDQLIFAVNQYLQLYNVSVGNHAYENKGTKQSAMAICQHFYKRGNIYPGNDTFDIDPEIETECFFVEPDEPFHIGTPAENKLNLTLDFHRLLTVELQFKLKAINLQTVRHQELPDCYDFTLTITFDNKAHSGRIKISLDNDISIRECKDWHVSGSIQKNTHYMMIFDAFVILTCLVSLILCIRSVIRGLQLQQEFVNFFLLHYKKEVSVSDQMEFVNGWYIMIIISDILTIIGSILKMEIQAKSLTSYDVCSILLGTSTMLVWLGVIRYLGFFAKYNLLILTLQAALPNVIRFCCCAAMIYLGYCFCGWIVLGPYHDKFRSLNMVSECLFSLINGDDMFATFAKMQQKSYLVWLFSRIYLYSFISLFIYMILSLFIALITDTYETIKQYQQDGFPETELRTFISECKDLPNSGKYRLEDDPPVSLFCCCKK
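Test system: HEK293 cells stably carrying human TRPML3-YFP; Doses: single dose, 3 µM final nominal compound, 0.3% DMSO final; Schedule: dye loading 1 h 37 °C then 30 min ambient, 125 s read; Technique: Fluo-8 calcium fluorescence; Benchmarks: high control carbachol 87 µM, low control DMSO.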
CHOP inh: CHOP inhibition in unfolded protein response; AID 2732; CHO-K1 CHOP-promoter luciferase, tunicamycin-induced, 15-18 h; inhibition, % at 10 µM; 220,000 tested, 3.8% active;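 active = compounds that reduced the stress-induced luciferase reporter signal by more than about 70% of percent inhibition, limit read from the data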;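 also: 0% = tunicamycin plus vehicle and 100% = wells without tunicamycin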
BaF3 parental: parental Ba/F3 viability inhibition as JAK2V617F counter-screen; CellTiter-Glo ATP luminescence; inhibition, % at 5.6 µM; 220,000 tested, 1.1% active;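 active = inhibition above a per-campaign cutoff, the mean inhibition of all tested compounds plus 3 SD, cut at about 27% in these data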;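 also: 0% = DMSO wells and 100% = JAK Inhibitor I control wells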
Wee1 stabilizer: human Wee1 degradation inhibition, primary screen | P30291 | HeLa Luc-Wee1K328M stability, luciferase luminescence; 100% = proteasome inhibitor MG132 effect | reporter increase, % at 5 µM | 220,000 tested, 1.2% active | AID 1321;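 active = activation above the mean of all tested compounds plus 3 SD, set per screening run, cut at about 8.8% in these data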;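 also: cells exposed to compound for 20 h before luminescence read; 0% = DMSO alone and 100% = MG132 at 30 µM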
TNF death inh: TNF-alpha cell death inhibition in Jurkat FADD-/- cells | Jurkat FADD-/- TNF necroptosis rescue, ATP luminescence, 24 h; 0 = TNF only, 100 = no-TNF cells | activation (protection from cell death), % at 10 µM | 220,000 tested, 0.068% active;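 active = activation, meaning protection from cell death, of at least 50% relative to plate controls; inactive = activation below 50%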;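 also: necroptosis triggered by 40 ng/mL TNF-alpha added together with compound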
zfTRPN1 agonist: activates the zebrafish TRPN1 channel; activation, % at 3 µM; 220,000 tested, 0.18% active; AID 1424; HEK293 zebrafish TRPN1-YFP, Fluo-8 calcium fluorescence; 100% = response to 87 µM carbachol;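 active = activation above its plate's cutoff, the mean activation of test wells on that plate plus 3 SD, cut at about 19% in these data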;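 also: 0% = DMSO alone and 100% = 87 µM carbachol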
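System: zebrafish TRPN1-YFP in HEK293 cells / Dosing: 3 µM single point / Timing: dye loading 1 h at 37 °C, then 30 min room temperature / Signal: Fluo-8 calcium fluorescence, excitation 470-495 nm, emission 515-575 nm / Read-out basis: percent activation from peak over basal fluorescence ratio, control-normalized / Control set: high carbachol 87 µM, low DMSO alone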
Numbers without * were called inactive.

Values run as follows: RBBP9 inh	Ba/F3 V617F tox	PPC-1+TRAIL kill	TRPML3 agonist	CHOP inh	BaF3 parental	Wee1 stabilizer	TNF death inh	zfTRPN1 agonist
1. Cc1cccc(S(=O)(=O)C(C#N)c2nc3ccccc3nc2N2CC(C)OC(C)C2)c1 (stereo not given)
→ -3	1	24	0.1	9	2	-3	-3.9	2.0
2. Cc1nc2ccccc2nc1OCc1ccc([N+](=O)[O-])cc1
→ -9	1	8	0.6	25	4	10*	0.2	1.0
3. COC(=O)c1ccccc1N(Cc1ccccc1)S(C)(=O)=O
→ -8	-1	7	1.0	-4	3	-2	0.0	1.5
4. Cc1cc(Cl)ccc1OCC(=O)N1CCCCC1
→ -12	7	12	-0.2	8	6	-1	-0.6	-0.5
5. O=C(NCCc1ccc(Cl)cc1)c1nnc(Cc2ccc(Cl)cc2)o1
→ 5	-3	-1	0.1	-13	5	2	2.8	-0.7
6. CC(C)CNC(=O)c1cc2nc3c(c(C(F)(F)F)n2n1)CCc1ccccc1-3
→ 2	-1	-18	0.9	16	6	0	1.5	0.3
7. O=S(=O)(c1ccc2ncn(O)c2c1)N1CCOCC1
→ 2	-5	-3	0.4	-10	3	-4	1.2	1.7
8. CCC(=O)N1CCc2cc(S(=O)(=O)NC(Cc3ccccc3)C(=O)Nc3nccs3)ccc21 (stereo not given)
→ -4	6	6	-0.3	5	7	-2	-2.3	-0.5
9. Cc1ccc2c(c1)c1c(n2CC(O)CNC2CCCCC2)CCCC1 (stereo not given)
→ -1	4	14	1.0	94*	10	0	-11	2.2
10. OCCN1CCN(c2ncnc3c2c(-c2ccccc2)cn3-c2ccc(F)cc2)CC1
→ -6	-2	5	0.6	-36	-2	5	2.4	1.8
11. COc1ccccc1N1C(=O)C2C(C(=O)c3ccccc3)=NN(c3ccc(Br)cc3)C2C1=O (stereo not given)
→ -12	-2	1	0.4	-4	-2	3	-0.2	1.5
12. O=C(COc1ccccc1[N+](=O)[O-])Nc1cc(C(=O)O)cc(C(=O)O)c1
→ 1	-1	12	1.1	-21	3	1	1.9	-0.7
13. CC(NCc1cccs1)c1ccccc1 (stereo not given)
→ -5	0	16	1.4	-19	8	0	1.2	1.0
14. Cc1ccc2[nH]c3c(N4CCOCC4)ncnc3c2c1
→ 7	-1	8	1.5	9	7	4	-2.5	3.7
15. C/C(Cn1nnc([N+](=O)[O-])n1)=N\NC(=O)c1cccc(Cl)c1
→ -10	-3	-14	0.0	-34	-9	1	-4.6	-0.3
16. CCCCOC(=O)C1=C(C)Nc2nnnn2C1c1ccccc1Cl (stereo not given)
→ -5	-1	8	-0.2	83*	8	-3	-1.9	-1.1
17. NC(=O)c1ncc(C(F)(F)F)cc1Oc1cccc(C(F)(F)F)c1
→ -5	-2	8	0.2	54	2	2	0.3	-0.6
18. O=C(N/N=C/c1ccco1)c1ccccc1OCc1ccccc1Cl
→ -14	1	11	-0.3	1	-3	-4	2.0	-2.0
19. Cn1c(=O)[nH]c(=O)c2c1nc(Br)n2C/C=N/NC(=O)c1ccccc1
→ -2	3	9	0.2	-5	-1	1	-2.1	1.8
20. CCN1C(=O)CC(N2CCC(C(=O)N3CCOCC3)CC2)C1=O (stereo not given)
→ -5	-5	12	-0.1	-5	0	-2	-1.0	0.5
21. CCOC(=O)c1c(-c2ccc(C)cc2)csc1NC(=O)CCN1CCOCC1
→ -3	0	4	-0.8	36	9	-1	-0.3	-0.5
22. CCOC(=O)c1c(-c2ccc(C)o2)csc1NC(=S)NC(=O)c1cccs1
→ -24	-3	14	0.0	-22	2	-3	1.0	0.5
23. Cc1cc(C)cc(N(C(=O)c2csnn2)C(C(=O)NC(C)(C)C)c2ccncc2)c1 (stereo not given)
→ -11	2	8	-1.9	7	-1	-1	-0.5	1.8
24. COc1ccccc1N1CCN(CC(=O)c2ccc3ccn(C(C)=O)c3c2)CC1
→ -5	-2	5	0.9	8	1	-3	0.0	1.2
25. CSC1=NCCN1S(=O)(=O)c1ccc2ccccc2c1
→ 3	1	-1	-0.3	-6	2	-2	-0.6	-0.8
26. O=C(Nc1ccc(N2CCCCC2)cc1)c1cncc(Br)c1
→ -6	-2	26	1.6	13	0	-1	0.7	1.1
27. O=C(Cn1cnc2ccccc2c1=O)NCCC(=O)Nc1ccc2c(c1)OCCO2
→ 5	0	21	0.1	14	3	-2	0.3	-0.2
28. Cc1cccc(NC(=O)CSc2nncn2-c2ccccn2)c1
→ -3	-1	18	0.8	10	8	-1	-0.1	-0.4
29. CC(C)(C)NC(=O)NCC1CCCC1NC(=O)NC(C)(C)C (stereo not given)
→ 7	-1	2	-0.3	1	-9	7	0.3	-1.4
30. Cc1nc2ccccc2n1CC(=O)NC1CCCCCC1
→ -2	-1	11	1.3	13	6	-1	-2.1	-0.1
31. N#Cc1cc(-c2ccccc2)cnc1Cl
→ -9	1	9	-0.2	3	10	-1	-3.6	-1.1
32. COCCn1c(CN2CCN(C)CC2)nc2c1c(=O)n(C)c(=O)n2C
→ -7	-5	17	1.3	15	0	2	0.7	1.2
33. CNC(=S)N1N=C(c2ccc(Br)cc2)CC1c1ccc(OC)cc1 (stereo not given)
→ -11	-5	33	0.5	18	2	-1	4.7	-0.7
34. OCCNCc1ccc(OCc2ccc(Cl)cc2Cl)cc1
→ -5	6	11	2.2	-17	13	4	-2.3	2.2
35. COC(=O)c1sccc1NC(=O)c1ccc(Br)o1
→ -5	-3	12	-0.5	88*	5	4	-10	-0.3
36. CC(C)CCNC(=O)c1ccc(OC2CCN(S(=O)(=O)N(C)C)CC2)cc1
→ 9	11	12	2.2	-21	27*	-1	3.1	3.2
37. N=c1n(Cc2ccccc2)c2ccccc2n1CC(O)c1ccccc1 (stereo not given)
→ -2	6	25	-0.7	-9	10	0	-5.1	1.1
38. CC1CCCCC1NC(=O)CSc1ccsc1[N+](=O)[O-] (stereo not given)
→ 0	0	-6	0.0	5	1	2	1.1	-0.7
39. O=C(C1CCN(c2nnc(-n3cccc3)s2)CC1)N1CCc2ccccc2C1
→ -2	-4	6	0.1	-14	-2	0	0.5	0.9
40. O=C(COc1nsnc1N1CCOCC1)Nc1ccc(Cl)cc1
→ -9	8	48	0.3	9	10	-2	1.7	-0.2

4 of the entries above in order of their number in CHOP inh, largest number first.
nr	Structure	RBBP9 inh	TRPML3 agonist	CHOP inh	Wee1 stabilizer
35	COC(=O)c1sccc1NC(=O)c1ccc(Br)o1	-5	-0.5	88*	4
33	CNC(=S)N1N=C(c2ccc(Br)cc2)CC1c1ccc(OC)cc1 (stereo not given)	-11	0.5	18	-1
31	N#Cc1cc(-c2ccccc2)cnc1Cl	-9	-0.2	3	-1
34	OCCNCc1ccc(OCc2ccc(Cl)cc2Cl)cc1	-5	2.2	-17	4

Next records.
Values run as follows: RBBP9 inh	Ba/F3 V617F tox	PPC-1+TRAIL kill	TRPML3 agonist	CHOP inh	BaF3 parental	Wee1 stabilizer	TNF death inh	zfTRPN1 agonist
41. Cc1cc(OCCn2ccnc2)ccc1C(C)C
→ -4	-3	37	-0.1	17	1	-4	-0.3	-0.8
42. Cc1ccc(-n2c(SCC(N)=O)nnc2-c2ccc(S(=O)(=O)N3CCCCC3)cc2)c(C)c1
→ -8	-2	9	2.2	31	4	0	-2.4	8.4
43. COc1ccc(CN(C)C2CCCCC2)cc1
→ -3	-4	15	0.2	-7	0	-1	2.8	1.1
44. O=C(NCc1ccccc1)N1CCC(c2nc3ccccc3[nH]2)CC1
→ -6	-1	20	0.3	47	1	2	2.9	0.1
45. CCOc1ccc(Oc2c(/C=N/NC(N)=O)c(C)nn2-c2ccccc2)cc1
→ -3	4	3	-0.1	38	12	0	-0.1	-0.7
46. CC(=O)N(C(C)=O)c1ncc2c([nH]c3ccccc32)c1C#N
→ 0	-4	8	1.2	68	-2	6	-11	2.3
47. COc1ccc(C(C)=O)cc1COC(=O)c1cc(C)oc1C
→ 0	1	4	-1.9	47	3	-3	-0.8	-2.0
48. CCCN(c1ccc(OCC)cc1)c1ncnc2nc[nH]c12
→ 0	1	-3	-0.4	21	2	-1	2.7	-0.3
49. Cc1ccccc1OCc1nc2ccccc2c(=O)n1/N=C/c1c[nH]c2ccccc12
→ -6	-1	14	0.6	88*	7	2	2.4	1.0
50. CC(=O)Nc1ccc(C2=NN(CC#N)C(=O)SC2)cc1
→ -5	-1	-3	1.2	-12	-3	-2	-3.1	0.4
51. CC(NC(=O)CCCOc1ccc(Cl)cc1)c1ccccc1 (stereo not given)
→ -1	0	22	-0.4	-5	5	-3	0.8	-1.9
52. CC(C)Nc1cc(C(F)(F)F)nc(-c2ccccn2)n1
→ -3	-3	-4	0.4	-8	0	-1	-1.6	2.4
53. N#CCCN1CCN(S(=O)(=O)c2cc(Cl)ccc2Cl)CC1
→ 4	1	15	0.5	17	8	-1	0.1	0.0
54. CN1C(=O)C2(NCCc3c2[nH]c2ccccc32)c2ccccc21 (stereo not given)
→ 4	4	2	-0.2	-13	3	0	-1.0	0.5
55. Cc1ccc2c(NC(=O)C3CC3)c(C)ccc2n1
→ -8	2	-10	0.9	2	0	-3	-1.2	1.0
56. Cc1noc(C)c1COC(=O)COc1ccc2c(C)cc(=O)oc2c1
→ -10	-3	8	0.1	3	1	-3	-0.8	-1.2
57. CCCOc1ccccc1C1NC(=O)NC(C)=C1C(=O)OCCOC(C)C (stereo not given)
→ -7	-2	16	-0.7	14	2	3	1.4	0.7
58. CCN1CCN(c2nc(N(C)c3ccccc3)nc(N)c2[N+](=O)[O-])CC1
→ -3	-1	10	-0.1	13	1	-2	0.7	3.8
59. CNC(=O)COC(=O)c1ccccc1Oc1ccccc1
→ 1	5	-38	0.0	13	4	1	-1.4	1.6
60. COc1ccccc1C(=O)NC1CCCCCCC1
→ 0	-4	5	-0.5	11	0	1	-1.2	-1.9

Entries of single compounds, looked up by structure. Screens in order: RBBP9 inh, Ba/F3 V617F tox, PPC-1+TRAIL kill, TRPML3 agonist, CHOP inh, BaF3 parental, Wee1 stabilizer, TNF death inh, zfTRPN1 agonist
Profile of `CC(NC(=O)CCCOc1ccc(Cl)cc1)c1ccccc1` (stereo not given) = -1, 0, 22, -0.4, -5, 5, -3, 0.8, -1.9
Profile of `CC(C)Nc1cc(C(F)(F)F)nc(-c2ccccn2)n1` = -3, -3, -4, 0.4, -8, 0, -1, -1.6, 2.4
Profile of `CCN1CCN(c2nc(N(C)c3ccccc3)nc(N)c2[N+](=O)[O-])CC1` = -3, -1, 10, -0.1, 13, 1, -2, 0.7, 3.8
Profile of `CN1C(=O)C2(NCCc3c2[nH]c2ccccc32)c2ccccc21` (stereo not given) = 4, 4, 2, -0.2, -13, 3, 0, -1.0, 0.5
Profile of `Cc1noc(C)c1COC(=O)COc1ccc2c(C)cc(=O)oc2c1` = -10, -3, 8, 0.1, 3, 1, -3, -0.8, -1.2
